S3 lipid droplet = qHTS Assay for Lipid Storage Modulators in Drosophila S3 Cells. Drosophila S3 cells, BODIPY lipid droplet fluorescence, 18-24 h; cells fed with added oleic acid. lipid storage change, negative = inhibition, % at the top dose, mostly 46.1 µM; hits show Potency in µM. 320,000 tested, 0.64% active; active = well fitted inhibition curve with a large enough effect in the signal ratio, with a control signal flat, not every such curve was filed as active; inconclusive = small, poorly fitted or top-dose-only effect, or effect the other way, or a change in a side signal; the % refers to the signal ratio
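Drosophila S3 cells got compounds at several concentrations plus oleic acid (400 uM solution). Laser-scanning cytometry with 488 nm excitation read lipid droplets at 500-530 nm and cells at 575-640 nm. Percent activity was relative to 20 uM Triacsin C.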
S3 lipid droplet cell count max = further read-out of S3 lipid droplet, marked with its call; cell number change, %; measured here: cell count max response;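 cells counted by Cell Tracker Red CMTPX staining in the red channel; peak over a dose series mostly up to 46.1 µM; percent activity relative to internal control wells on each plate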
* hit, by the source's call; i = inactive; u = inconclusive; x = not tested or not shown; [ ] = another dose, or the depositor's remark. % is set by controls: 0 for no effect and ±100 for the full control effect; potency is the fitted concentration of half-maximal effect. Some of the compounds tested; rates above refer to the full screens.

SMILES | S3 lipid droplet | S3 lipid droplet cell count max
COc1ccccc1NC(=O)c1ccc(NC(=O)COC(=O)C2CCCO2)cc1 (stereo not given) | u | x
C/C(=N\NC(=O)c1c(C)nc2ccccn12)c1ccc(N2CCOCC2)cc1 | u | x
CS(=O)(=O)N1CCN(c2ccccc2NC(=O)c2ccc(-c3ccc(Cl)cc3Cl)o2)CC1 | u | x
O=C(CNC(=O)c1cc2c(s1)CCC2)Nc1ccccc1Br | u | x
COc1ccc(CC(NC(C)=O)C(=O)NC2CCN(C(=O)c3ccc(OC)c(OC)c3)CC2)cc1OC (stereo not given) | 28% | 27
COc1cc(NC(=O)c2csc3c2CCCC3)ncn1 | -2% | 0
O=C(CSc1ccc(Cl)cc1)Nc1ccc(N2CCN(C(=O)c3ccco3)CC2)cc1 | u | x
COc1ccc(N(Cc2cc3ccccc3[nH]c2=O)C(=O)C2CCCO2)cc1 (stereo not given) | u | x
CCCCCC(=O)NNC(=S)NC(=O)c1ccccc1[N+](=O)[O-] | -6% | -1
Cc1ccc(-n2c(SCC(=O)Nc3ccc4c(c3)OCO4)nnc2-c2ccoc2C)cc1 | u | x
CCCOc1ccc(N2C(=O)CC(N(CCC)C(=O)CCC(=O)O)C2=O)cc1 (stereo not given) | 10% | -3
COc1cccc2cc(C(C)N(CCCN3CCOCC3)C(=S)Nc3cc(C)ccc3C)oc12 (stereo not given) | 1% | 27
CN(C)c1ncc(CN2CCC(C(=O)Nc3ccc(-n4cccn4)cc3)CC2)s1 | u | x
CCN1CCN(C(=O)c2cc3c(-c4ccc(Cl)cc4)nn(C)c3s2)CC1 | 2%[9.22 µM] | 5
CCN(CC)S(=O)(=O)c1ccc(N2CCN(C)CC2)c(NC(=O)Nc2ccccc2F)c1 | u | x
Cc1ccc(-c2cc(-c3ccc(F)cc3)n[nH]2)c(O)c1 | u | x
O=S1(=O)N=C2CCCN2C(c2ccc(F)cc2)N1 (stereo not given) | u | x
Cc1ccccc1CSc1nnc(NC(=O)C2COc3ccccc3O2)s1 (stereo not given) | u | x
Cc1ccc(C)c(S(=O)(=O)Nc2ccc(C(=O)NCC(c3ccco3)N3CCCCC3)cc2)c1 (stereo not given) | -7% | 16
CC(NC(=O)COc1ccc(/C=N/NC(=O)CO)cc1)c1ccccc1 (stereo not given) | i | -18
Cc1cc(O)ccc1NC1=CC(=O)CC(C)(C)C1 | 0% | 7
Cc1ccc(-c2cc(-c3ccc(C)o3)nc(N)c2C#N)cc1 | 21% | -14
COc1ccc(N2C(=O)C3C(C2=O)C3(c2ccccc2)c2ccccc2)cc1 (stereo not given) | 0% | -24
N#CC1=C(N)N2C(=C(C#N)C13CCN(Cc1ccccc1)CC3)Nc1ccccc12 | u | x
CCN(CC(=O)NC1CCS(=O)(=O)C1)C(=O)C(c1ccccc1)c1ccccc1 (stereo not given) | u | x
COC(=O)c1ccc(NC(=O)c2ccccc2NS(=O)(=O)c2ccccc2)cc1 | u | x
COc1cccc(OC)c1C(=O)Nc1ccc(N2CCN(C(=O)c3ccco3)CC2)cc1 | u | x
COC(=O)c1cc(S(=O)(=O)N(C)C2CCCCC2)cn1C | u | x
CCC(=O)Nc1ccc(N2CCOCC2)c(S(=O)(=O)Nc2ccc(OC)cc2)c1 | u | x
CCN(CC(=O)NC1CCS(=O)(=O)C1)S(=O)(=O)c1cc(C)ccc1C (stereo not given) | -36%[0.0737 µM] | 7
COc1ccc(C(=O)NNC(=O)CSc2nnc(COc3ccc4ccccc4c3)n2C)cc1 | u | x
CCN(CC)S(=O)(=O)c1ccc(NC2c3ccccc3C(=O)N2Cc2ccc3c(c2)OCO3)cc1 (stereo not given) | u | x
O=C1c2ccccc2C(=O)N1c1cccc(-c2nc3ccccc3o2)c1 | -1% | 10
COC(=O)CN1C(=O)C(O)(CC(=O)c2ccc(C)cc2)c2cc(Br)ccc21 (stereo not given) | i | -23
Cc1ncc(CN2CCN(CCC(C)C)C(CCO)C2)s1 (stereo not given) | -4% | 2
CC(C)(C)c1ccc(NC(=O)CN2C(=O)NC(C)(C3CC3)C2=O)cc1 (stereo not given) | 13% | -16
CC(C)c1ccc(NC2CCCN(C(=O)c3ccc4nccnc4c3)C2)cc1 (stereo not given) | 3% | 3
Cc1cc(C)n(C(=O)c2sc3cc(F)ccc3c2Cl)n1 | u | x
O=c1nc(N2CCCC2)nc(N2CCCC2)[nH]1 | i | 1
CCN(CC)c1ccc2cc(C(C)=O)c(=O)oc2c1 | i | -10
COc1ccc2c(c1)Cc1sc(NC(=O)c3cccnc3)nc1-2 | u | x
COc1ccc(C(C(=O)NC2CCCC2)N(C(=O)c2snc(-c3ccc(F)cc3)c2N)c2ccc(F)cc2)cc1 (stereo not given) | -4% | -21
CCn1c(SCC(=O)OC)nc2sc3c(c2c1=O)CCC3 | u | x
N#Cc1cccc(NC(=O)COC(=O)c2ccccc2C(=O)c2ccc(Cl)c([N+](=O)[O-])c2)c1 | 8% | 14
COc1cccc(C(=O)NC(C)c2ccc(-c3ccccc3)cc2)c1OC (stereo not given) | u | x

Arranged by number of heavy atoms (low to high): some entries from above
SMILES | S3 lipid droplet | S3 lipid droplet cell count max
O=c1nc(N2CCCC2)nc(N2CCCC2)[nH]1 | i | 1
CCN(CC)c1ccc2cc(C(C)=O)c(=O)oc2c1 | i | -10
Cc1cc(C)n(C(=O)c2sc3cc(F)ccc3c2Cl)n1 | u | x
CCn1c(SCC(=O)OC)nc2sc3c(c2c1=O)CCC3 | u | x
COc1cccc(C(=O)NC(C)c2ccc(-c3ccccc3)cc2)c1OC (stereo not given) | u | x
CC(C)c1ccc(NC2CCCN(C(=O)c3ccc4nccnc4c3)C2)cc1 (stereo not given) | 3% | 3
COc1ccc(C(=O)NNC(=O)CSc2nnc(COc3ccc4ccccc4c3)n2C)cc1 | u | x

Following part:
SMILES | S3 lipid droplet | S3 lipid droplet cell count max
COc1ccc(-c2cn(CCO)c(-c3ccncc3)n2)cc1 | 18% | 1
COc1ccc(CN2CN(S(=O)(=O)c3cccs3)c3nc4ccccc4nc32)cc1 | 21% | -17
CCOC(=O)c1sc(NC(=O)C2C3C=CC(C3)C2C(=O)O)nc1C (stereo not given) | i | x
Cc1cc(S(=O)(=O)N2CCN(c3ccccc3O)CC2)c(C)s1 | u | x
CNC(=O)c1c(Br)cnn1-c1ccc(C)cc1 | 6% | 6
COc1cccc(N2CCN(C(=S)Nc3ccccc3)CC2)c1 | -14% | 11
O=C1CC2(CCN(C(=O)c3cccc([N+](=O)[O-])c3)CC2)Oc2ccccc21 | 19% | x
O=C(CSc1nc(C2CCCCC2)nc2ccccc12)N1CCCC1 | -6% | 7
CCOc1cc(CNCCO)ccc1OCC(=O)NC(C)(C)C | u | x
Cn1c(/C(C#N)=C/Nc2ccccn2)nc2ccccc21 | u | x
COc1ccc(CNC(=O)c2cc(-c3ccccc3OC)on2)cc1 | 21% | 8
Cc1ccc(-c2nc(C#N)c(N3CCC(C)CC3)o2)cc1 | u | x
CCCCc1nc2ccc(S(=O)(=O)O)cc2[nH]1 | u | x
CN(C(=O)Cn1nc(C(=O)O)c2ccccc2c1=O)C1(C#N)CCCCC1 | u | x
COC(=O)c1sc(NC(=O)C(C)c2ccccc2)nc1C (stereo not given) | u | x
COc1cc(OC)c(C#N)c(S(=O)Cc2ccccc2)c1 (stereo not given) | u | x
c1nc2sc3c(c2c2nnnn12)CCC3 | 9% | -20
O=c1oc2ccccc2c2c1C1O[C@](c3ccsc3)(Cc3ccccc31)O2 | -24%[9.22 µM] | -23
Cc1cccc(C(=O)N2CCCC(c3nc(-c4ccc(F)cc4)no3)C2)c1 (stereo not given) | i | 2
Oc1cc2c(cc1C(c1ccc(Br)cc1)N1CCCC1)OCO2 (stereo not given) | 2%[9.22 µM] | x
CC(C)(C)C(=O)OCc1nc(-c2ccc(F)cc2)cs1 | 8% | 2
CCOc1ncccc1C(=O)Nc1ccc(Cl)cc1 | u | x
CN(C(=O)C1CCC(CNS(=O)(=O)c2cccc3cccnc23)CC1)C1CCCCC1 (stereo not given) | i | 0
CC(NC(=O)/C(C#N)=C/c1ccc(OCC(=O)O)cc1)c1ccccc1 (stereo not given) | 27% | 2
C=CCNc1nc(N)c(C(=C(C#N)C#N)c2ccc(Br)cc2)s1 | u | x
CC(NCc1ccccc1)c1ccccc1O (stereo not given) | 17% | -15
COc1ccc(CC(=O)OC(C)CN2CCCCC2)cc1 (stereo not given) | u | x
COc1ccc(NC(=O)Nc2nnc(-c3cccs3)s2)cc1 | 11% | -11
CCCn1c(N)c(C(=O)CSc2nc(C)cs2)c(=O)n(C)c1=O | u | x
C[C@@H](NC(=O)c1cc2c([nH]c3ccccc32)c(-c2ccccc2)n1)C(=O)O | -3% | -6
c1ccn2cc(C34CC5CC(CC(C5)C3)C4)nc2c1 | u | x
Cc1ccc2[nH]c(=O)c(CN(Cc3ccc4c(c3)OCO4)Cc3nnnn3Cc3ccco3)cc2c1 | u | x
Cc1csc(C(=O)NN)c1N(C)C | u | x
CC(c1nccs1)N(C)c1nc2nonc2nc1NC1CC1 (stereo not given) | 15% | 3
O=C(NCCNC(=O)c1ccccc1F)c1ccco1 | u | x
CCOC(=O)C1(Cc2ccc(Cl)cc2)CCN(C(=O)CCc2cnccn2)CC1 | 0% | -1
Cc1cc(C)n(CCC(=O)N2CCN(S(=O)(=O)c3ccc(C)c(C)c3)CC2)n1 | u | x
CCN1C(=O)CSc2ccc(C(=O)NC3CCCCC3)cc21 | 1% | -14
O=C(Nc1ccc(CN2CCS(=O)(=O)CC2)cc1)c1ccc(C(F)(F)F)cc1 | i | 10
CS(=O)(=O)N(CC(=O)NCC1CCCO1)c1cc(Cl)cc(Cl)c1 (stereo not given) | i | x
CS(=O)(=O)c1ccc(N)cc1 | i | x
COc1cccc(NC(=O)NCC2CCN(Cc3ccc(F)cc3)CC2)c1 | u | x
O=c1oc2ccc(Br)cc2cc1S(=O)(=O)c1ccc(F)cc1 | 14% | -7
Cc1cccn2c(=O)c(C(=O)NC3CC(C)CC(C)(C)C3)c(O)nc12 (stereo not given) | u | x
CCCNC(=O)C(Cc1ccccc1)NC(=O)c1cccc([N+](=O)[O-])c1 (stereo not given) | -16% | 12
O=C(O)C1C(c2ccccc2)C(C(=O)OCCCO)C1c1ccccc1 (stereo not given) | u | x
COc1cc(CC(=O)OCC(=O)N2CC(=O)Nc3ccccc32)cc(OC)c1OC | u | x
O=C(NCc1cccs1)c1cnc2ccccn2c1=O | -4% | -12
O=C(NNc1nc(-c2ccc(Cl)cc2)cs1)c1ccco1 | u | x
CCCn1ncc(CN2CCC(N3CCC(C(=O)N4CCOCC4)CC3)CC2)c1C | 10% | 15
COc1ccc(-c2nn3c(-c4ccco4)nnc3s2)cc1OC | i | -26
COCc1cc(C)nc(SCc2ccc(F)cc2)c1C#N | i | x
CCCCCCOC(=O)C(C#N)c1nc2ccccc2nc1N1CCN(C)CC1 (stereo not given) | u | x
O=C1COc2ccc(S(=O)(=O)Nc3ccc4c(c3)OCO4)cc2N1 | u | x
COc1cc(C2CC(=O)N(c3ccc(C)cc3)C(=O)C2)cc(OC)c1OC | 2% | 4
Cc1nonc1CC(=O)NC1CCCc2c1cnn2-c1ccc(F)cc1F (stereo not given) | u | x
CCCNS(=O)(=O)c1ccc(CCC(=O)N2CCN(CC)CC2)cc1 | u | x
COc1ccccc1N1CCN(c2nc(-c3ccccc3)cc(C(F)(F)F)n2)CC1 | u | x
Cc1cc(C)cc(OCC(=O)Nc2ccc(CN3CCCCC3)cc2)c1 | u | x
CC(C)(c1ccccc1)c1ccc(OCCN2CCOCC2)cc1 | u | x
(next part)
SMILES | S3 lipid droplet | S3 lipid droplet cell count max
Cc1[nH]c(-c2ccccn2)nc(=S)c1Cl | u | x
O=C(/C=C/c1ccccc1)OCC(=O)c1ccc[nH]1 | u | x
CN(C)S(=O)(=O)c1ccc(C(=O)NCc2nnc(SCC(=O)c3ccccc3)o2)cc1 | u | x
O=C(COC(=O)c1cc[n+]([O-])cc1)NCCc1ccc(Cl)cc1Cl | u | x
Cc1nc(Cl)sc1C(=O)Nc1cc(F)cc(F)c1 | u | x
CN(C)S(=O)(=O)c1ccc(C(=O)OCC2COC(C)(C)O2)cc1 (stereo not given) | 24% | 8
CCOc1ccc2[nH]c(=O)c(CN(CCN3CCCC3)C(=S)Nc3ccccc3OCC)cc2c1 | 0% | -1
CCOc1c(Cl)cnn(-c2ccc(C)cc2)c1=O | 18% | 3

Part of the list above, with the structure last:
S3 lipid droplet	S3 lipid droplet cell count max	canonical_smiles
u	x	O=C(/C=C/c1ccccc1)OCC(=O)c1ccc[nH]1
u	x	CN(C)S(=O)(=O)c1ccc(C(=O)NCc2nnc(SCC(=O)c3ccccc3)o2)cc1
u	x	O=C(COC(=O)c1cc[n+]([O-])cc1)NCCc1ccc(Cl)cc1Cl
u	x	Cc1nc(Cl)sc1C(=O)Nc1cc(F)cc(F)c1
